Screens (PubChem)
GRIN3A LBD mod: binders of NR3A ligand-binding domain, primary screen, biophysical, differential scanning fluorimetry, uHTS | Glutamate receptor ionotropic, NMDA 3A (GRIN3A) ligand-binding domain | NR3A LBD differential scanning fluorimetry, Tm shift; 0% = protein alone, 100% = glycine-bound protein | Tm shift relative to glycine control, % at 25 µM | 340,000 compounds, 2.5% hits | AID 1259313, 2017;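 active = melting temperature shift of at least 10% of the positive control shift, at one fixed dose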
APJ agonist: agonists of human apelin receptor APJ, primary screen, CHO-K1 cells, PathHunter beta-arrestin, luminescence; P35414; 0% DMSO wells, 100% apelin; activation, % at 20 µM; 330,000 compounds, 0.11% hits; AID 2520, 2010;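 active = activation more than six SD over the plate average, tested at 20 µM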;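 also: 0% = DMSO alone and 100% = apelin-13 at 10 nM; some results filed as inactive read as strong as hits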
Target sequence (P35414 whole entry, looked up): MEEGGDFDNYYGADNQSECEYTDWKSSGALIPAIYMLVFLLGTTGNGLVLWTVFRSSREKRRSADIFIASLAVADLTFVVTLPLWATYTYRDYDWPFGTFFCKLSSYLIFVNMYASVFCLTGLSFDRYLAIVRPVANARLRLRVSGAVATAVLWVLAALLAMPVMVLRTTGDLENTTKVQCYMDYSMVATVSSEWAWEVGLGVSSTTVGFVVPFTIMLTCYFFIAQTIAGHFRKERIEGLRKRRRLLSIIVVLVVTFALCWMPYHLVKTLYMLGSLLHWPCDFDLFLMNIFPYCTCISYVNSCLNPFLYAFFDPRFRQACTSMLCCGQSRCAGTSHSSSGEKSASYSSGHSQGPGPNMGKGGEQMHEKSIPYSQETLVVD
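assay system = CHO-K1 APJ beta-arrestin complementation cell line | input = cell density 1000 per well | dosing = compound 20 µM once, DMSO 1% | timing = compound 90 min 25 °C, reagent 1 h | measured by = luminescence from split beta-galactosidase complementation, Galacton Star/Emerald II substrate | read-out basis = APJ agonist activity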
APJ antagonist: antagonists of human apelin receptor APJ, primary screen, CHO-K1 cells, beta-arrestin complementation, luminescence; inhibition, % at 20 µM; P35414; 330,000 compounds, 0.32% hits;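 active = inhibition above about 40% at 20 µM, limit read from the data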;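 also: cells challenged with 10 nM apelin-13 agonist together with compound; plate controls were apelin-13 plus DMSO wells for no effect and DMSO wells lacking apelin-13 for full effect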
tim10-1 inh: growth inhibitors of tim10-1 mutant yeast, primary screen, luminescence, uHTS; S. cerevisiae tim10-1 ts strain growth, BacTiter-Glo, 24 h; inhibition, % at 20 µM; 330,000 compounds, 2.2% hits;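 active = inhibition of at least 40%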;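 also: mutant grown at 25 °C; 0% = DMSO wells with yeast and 100% = wells holding no yeast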
NALP3 yeast inh: NALP3 inflammasome inhibitors in reconstituted yeast, primary screen, luminescence, uHTS. Yeast reconstituted NLRP3/ASC/caspase-1, beta-gal luminescence, 24 h. inhibition, % at 10 µM. 330,000 compounds, 0.39% hits. AID 2825, 2010;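 active = inhibition of 50% or more; inactive = inhibition below 50%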;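 also: plate controls were induced DMSO wells for no effect and uninduced yeast grown without galactose for full effect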
beta cell repl: inducers of MIN6 beta-cell proliferation, primary screen, ATP luminescence, uHTS; MIN6 cells proliferation, ATPlite luminescence, 48 h; cells starved in 0.2% serum; 100% = growth in 10% serum; proliferation, % at 10 µM; 330,000 compounds, 0.29% hits; AID 2380, 2010;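 active = compounds whose signal lies at least 3.5 SD above the mean of all wells on their plate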;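 also: 0% = DMSO-treated cells in low-serum medium and 100% = 10% serum control; some compounds called inactive have numbers as strong as hits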
TIM10 inh: growth inhibitors of isogenic TIM10 control yeast, primary screen, counter-screen for tim10-1 yeast inhibitor project, luminescence, uHTS | 330,000 compounds, 1.4% hits | S. cerevisiae TIM10 strain growth, BacTiter-Glo luminescence, 24 h | inhibition, % at 10 µM;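 active = inhibition of 40% or more at the single tested concentration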;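 also: wild-type TIM10 isogenic control strain grown at permissive 25 °C; 0% = DMSO yeast wells and 100% = minimal medium wells without yeast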
MPTP inh: mitochondrial permeability transition pore inhibitors, primary screen, biochemical, isolated mouse mitochondria, absorbance. Ca2+ swelling absorbance, 30 min. inhibition, % at 10 µM. 360,000 compounds, 1.4% hits. AID 602449, 2012;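 active = inhibition of 50% or more, scaled per plate between neutral and stimulator controls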;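 also: 0% = DMSO wells given calcium and 100% = 1 mM EGTA wells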
tim23-1 inh: growth inhibitors of tim23-1 mutant yeast, primary screen, luminescence, uHTS; inhibition, % at 20 µM; S. cerevisiae tim23-1 growth, BacTiter-Glo luminescence, 24 h; AID 463212, 2010; 330,000 compounds, 1.3% hits;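 active = growth inhibition of the mutant yeast at or above 50%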;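 also: temperature-sensitive mutant grown at 25 °C; plate controls were DMSO-treated mutant yeast for no effect and medium wells lacking yeast for full effect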
* hit, by the source's call; . = not tested or not shown.

SMILES	GRIN3A LBD mod	APJ agonist	APJ antagonist	tim10-1 inh	NALP3 yeast inh	beta cell repl	TIM10 inh	MPTP inh	tim23-1 inh
O=C(O)[C@H](Cc1c[nH]c2ccccc12)Nc1ncccc1[N+](=O)[O-]	0	-3	22	18	12	-1	-6	0.1	16
CCCc1cc(C(=O)Nc2ccc(F)cc2F)no1	-1	0	10	18	5	-2	4	1.2	18
Cc1ccc(OCC(=O)N(C)CC(=O)Nc2ccc(Cl)c(C(F)(F)F)c2)c([N+](=O)[O-])n1	0	-4	-5	14	10	-5	6	0.4	9
O=C(c1ccccc1CCc1ccccc1)N1CCCC1	1	2	-2	2	14	-3	2	0.1	8
C[n+]1ccc(C(=O)NCc2ccccc2)cc1	-1	-4	7	14	15	2	6	-0.3	5
CC1(C)CC(=O)C2=C(C1)c1c(ccc3ccccc13)NC2c1cc([N+](=O)[O-])cc([N+](=O)[O-])c1O (stereo not drawn)	5	-3	18	34	18	-5	27	73*	22
C[C@H](O)[C@@]1(O)CC[C@H]2[C@@H]3CC[C@@H]4C[C@H](O)CC[C@]4(C)[C@H]3CC[C@@]21C	-2	0	-24	30	24	-5	18	-1.6	28
Cc1ccccc1N(C(=O)c1snc(C(N)=O)c1N)C(C(=O)NC1CCCCC1)c1ccc(O)cc1 (stereo not drawn)	-2	-2	15	-3	1	-3	-4	0.1	11
COCCn1c(NCc2ccccc2)nc2c1c(=O)[nH]c(=O)n2C	3	-8	17	10	11	1	-9	0.8	2
CCOc1ccc(NC(=O)c2ccc(F)c(S(=O)(=O)N3CCN(c4ccccn4)CC3)c2)cc1	1	13	-4	13	9	-3	5	9.1	-7
CCc1nn(CCCC(=O)NCc2ccco2)c(=O)c2cc3occc3n12	-3	-2	3	22	4	3	-5	-1.3	14
Cc1cccc(CSCCNC(=O)COc2ccc(Cl)cc2)c1	-1	1	-3	29	8	-4	9	8.4	-1
CCOC(=O)c1c(NC(=O)c2cccnc2)sc(C(C)=O)c1C	-1	-1	14	5	18	0	0	0.1	3
CCCCc1ccc(S(=O)(=O)NCCc2ccncc2)cc1	-2	3	-16	13	14	-1	-32	12	18
O=C(NCc1ccccc1)NC(=O)c1ccncc1	-3	2	-7	-2	4	0	-13	-2.9	20
CC(C)(C)S(=O)(=O)c1cnc(N2CCCCC2)nc1N	1	-4	9	5	7	2	-7	2.9	-5
O=C(N/N=C/c1ccc(O)cc1)c1cncc(Br)c1	-1	-2	-7	9	-6	2	17	0.0	21
COc1ccc(N2C(=O)CC(Nc3cccc([N+](=O)[O-])c3)C2=O)cc1 (stereo not drawn)	3	-4	-11	6	16	-1	0	0.5	12
COc1ccc(-c2csc(NC(=O)CCN3C(=O)C4CC=CCC4C3=O)n2)cc1OC (stereo not drawn)	-2	-3	6	4	13	13*	5	0.4	-1
CCc1ccc(C(O)(CNCc2ccccc2)c2ccccc2)cc1 (stereo not drawn)	1	-2	1	26	37	-4	-8	1.8	10
CCCCC(=O)Nc1ccc(NC(=S)NC(=O)c2cccs2)cc1OC	2	-1	13	3	17	0	9	1.5	14
Cc1[nH]c2ccccc2c1SCCN	1	-6	2	22	14	-5	16	1.1	26
CC1(C)Cc2c(sc(NC(=O)C(=O)NCCCN3CCOCC3)c2C#N)CO1	2	0	16	11	-12	-3	6	-1.2	14
CC(C)c1cccc(C(C)C)c1OCCCCCN1CCOCC1	1	-1	5	-53	69*	-2	-22	0.7	-16
Cc1nc(SCc2ccccc2)nc2c1CCC2	1	-1	5	13	17	-2	11	-1.1	25
CCOc1ccccc1NC(=O)N1CCCN(c2ncccc2C#N)CC1	1	-3	12	20	27	-3	4	-0.4	13
O=C(CN1C2CCC1CC(NC(=O)NC1CCCCC1)C2)NC1CC1 (stereo not drawn)	0	-3	12	6	-2	-1	2	-0.1	1
Cc1cccc(-n2nc([N+](=O)[O-])c(=NCc3cccnc3)n2O)c1	-7	11	-30	16	26	-3	17	-0.4	17
O=C(Cc1ccc(F)cc1)NCCc1cnc[nH]1	2	-4	-10	9	21	-1	1	-0.3	6
O=C(c1cccc(NS(=O)(=O)c2ccc(Br)cc2)c1)N1CCCCC1	0	-4	-18	6	5	-1	11	-1.3	10
COc1cc(/C=N\NC(=O)c2nonc2N)c(OC)cc1Br	-1	0	-7	18	1	1	21	0.0	15
Cc1ccc(CS/C(Nc2ccccc2C)=C(\C#N)C(N)=O)c(C)c1	2	-1	3	10	11	0	15	9.1	13
CCC(C)(C)NC(=O)CN(Cc1ccc2c(c1)OCO2)C(=O)CCC(=O)Nc1nccs1	-1	-1	2	4	17	1	13	-2.0	10
NNC(=S)Nc1ccc(S(=O)(=O)N2CCCCC2)cc1	-5	1	8	30	33	0	22	-0.4	8
COc1ccccc1CNCC(=O)Nc1cc(S(=O)(=O)N2CCCCC2)ccc1C	1	-1	16	23	4	-2	0	-0.4	10
CCCNC(=O)CC(NS(=O)(=O)c1ccc(Cl)cc1)c1ccco1 (stereo not drawn)	0	-1	7	7	4	3	-5	-0.4	13
O=C(NCC1CCCO1)c1cc(NS(=O)(=O)c2cccs2)cc(NS(=O)(=O)c2cccs2)c1 (stereo not drawn)	0	-3	-2	-14	-2	-2	-18	3.4	0
Cc1ccc(C(=O)c2ccccc2C(=O)OCC(=O)NCCc2ccccc2)cc1	1	-5	9	17	5	0	14	1.8	29
O=C1NC2(CCCCCC2)C(=O)N1Cc1ccc([N+](=O)[O-])cc1	1	1	-16	28	10	0	-12	-2.8	22
CCc1ccc(OCC2NCCc3cc(OC)c(OC)cc32)cc1 (stereo not drawn)	-2	0	12	33	10	-2	25	8.3	30
O=C(Nc1ccc2c(c1)OCO2)C1COc2ccccc2O1 (stereo not drawn)	0	-4	7	19	13	-1	9	0.5	11
NC(=O)NC(c1ccc(Cl)cc1)c1ccccc1Cl (stereo not drawn)	1	-4	5	-1	21	-3	2	5.6	30
COc1ccc(/C=N/NC(=O)c2ccncc2)c(OC)c1	20*	-1	-25	15	10	-3	-4	-1.3	0
CCC(CC)NC(=O)Nc1ccc(C)cc1	-4	-1	0	-20	3	-2	-19	0.6	-8
Cc1ccc[n+](CC(=O)N2CCCc3ccccc32)c1	-1	-2	-5	4	13	3	0	-1.7	5
Cc1nc(Br)c(Br)c(C)c1Br	3	-5	-4	-1	-2	0	-2	-0.8	5
CCCCCc1ccc(-c2cn(CCc3c[nH]c4ccccc34)nn2)cc1	19*	1	-67	-14	3	-3	3	3.0	5
CCOC(=O)c1cc(S(=O)(=O)NCc2ccc3c(c2)OCO3)cn1C	0	-1	16	-6	10	-2	-3	-1.4	11
CCCn1c(=O)c(C#N)cn(C2CC2)c1=O	-2	1	2	-4	23	1	6	2.1	9
CN(C)S(=O)(=O)c1ccc(C(=O)NCc2nnc(SCC(=O)NCc3ccco3)o2)cc1	0	4	9	3	-4	-1	9	-1.3	5
COc1ccccc1NC(=S)NC1CCC(CC2CCC(NC(=S)Nc3ccccc3OC)CC2)CC1 (stereo not drawn)	-19	-1	21	18	19	-6	14	2.7	10
O=C(c1c(F)cccc1F)N(Cc1ccccc1)Cc1ccccc1	3	-4	4	-9	-17	-2	1	1.4	14
O=C(C[C@H]1C[C@H](C(=O)N2CCOCC2)[C@@]2(CCC3CCCC3)c3[nH]c4cc(-c5ccco5)ccc4c3CCN2C1=O)NCCC1=CCCCC1	-9	.	.	18	.	.	-4	-1.9	32
O=[N+]([O-])c1ccc2[nH]c3c(c2c1)CCCC3	-3	-3	5	65*	15	-1	40	72*	66*
COc1cc(C2NC(=S)NC(C)=C2C(=O)Nc2ccc(C)cc2)ccc1O (stereo not drawn)	9	-4	6	6	26	-1	6	-0.6	5
COCCN(C(=O)COC(=O)c1ccc(Cl)nc1)c1c(N)n(Cc2ccccc2)c(=O)[nH]c1=O	1	-6	16	-6	3	-2	14	-1.4	-5
O=C1Nc2ccccc2C12NCCc1c2[nH]c2ccccc12 (stereo not drawn)	0	-2	23	14	13	0	-8	-1.6	18
CSc1nc2nc(-c3ccc(F)cc3)c(CCN3CCN(C)CC3)cn2n1	0	0	11	2	5	1	7	2.1	6
O=C(O)Cc1ccc(OCc2ccc(Cl)nc2)cc1	1	0	6	5	6	-2	-4	-1.3	6
COc1cccc(N(C(=O)CNC(=O)c2ccco2)C(C(=O)NC2CCCC2)c2ccco2)c1 (stereo not drawn)	4	-1	11	15	-13	0	-3	-0.4	21
Further structures:
SMILES	GRIN3A LBD mod	APJ agonist	APJ antagonist	tim10-1 inh	NALP3 yeast inh	beta cell repl	TIM10 inh	MPTP inh	tim23-1 inh
COc1ccc(CCN2CCCC(CN(C)C(=O)c3ccoc3)C2)cc1 (stereo not drawn)	-1	-2	1	-4	17	2	-2	-0.1	1
CCSc1nc2ccccc2n1S(=O)(=O)c1ccccc1	-1	-3	9	23	14	4	13	-0.6	16
COc1ccc(OCCN(C)C(=O)c2cccc(S(=O)(=O)N(C)c3ccccc3)c2)cc1	1	-1	-11	9	39	-6	8	-1.3	33
Cc1ccc(CNC(=O)[C@H]2C[C@@H]2[C@H](NP(=O)(c2ccccc2)c2ccccc2)c2ccccc2)o1	-2	4	-14	15	10	1	4	0.2	20
Cc1cccc(-n2ncc3c(=O)[nH]c(SCC(=O)NCCC4=CCCCC4)nc32)c1	-1	-3	-40	-15	9	-4	2	0.3	-2
CCOC(=O)c1nc(NNC(=O)c2ccc([N+](=O)[O-])cc2)sc1C	-7	-4	35	28	14	-6	6	78*	11
C=CCOC(=O)c1ccc(N2CCN(c3ccccc3)CC2)nc1	7	-5	14	-2	23	-2	-10	-0.3	22
Cc1ccc(CN2C(=O)CCC2C(=O)NCc2ccc(F)cc2)cc1 (stereo not drawn)	2	-5	-14	2	19	0	1	-0.2	10
c1ccc(NCc2nc3ccccc3n2CCOc2ccccc2)cc1	-4	-2	-12	35	20	-7	43*	4.2	52*
CCc1cc2c(cc3c(=O)n(CC(=O)NCCCN4CCCCCC4)nc(CC)n32)s1	0	-5	-7	-1	2	4	0	-1.2	-3
Cc1ccc(S(=O)(=O)N(C)CC(=O)OCC(=O)NCCN2C(=O)CSC2=O)cc1	3	1	3	22	13	-1	-4	-0.2	-1
O=c1c2cccnc2[nH]c(=S)n1Cc1ccccc1	0	-1	8	9	-6	0	-20	0.8	-19

One compound at a time (already shown). Values in the order: GRIN3A LBD mod | APJ agonist | APJ antagonist | tim10-1 inh | NALP3 yeast inh | beta cell repl | TIM10 inh | MPTP inh | tim23-1 inh
CC1(C)Cc2c(sc(NC(=O)C(=O)NCCCN3CCOCC3)c2C#N)CO1 across the screens: 2 | 0 | 16 | 11 | -12 | -3 | 6 | -1.2 | 14
Cc1[nH]c2ccccc2c1SCCN across the screens: 1 | -6 | 2 | 22 | 14 | -5 | 16 | 1.1 | 26
CCOC(=O)c1nc(NNC(=O)c2ccc([N+](=O)[O-])cc2)sc1C across the screens: -7 | -4 | 35 | 28 | 14 | -6 | 6 | 78* | 11
COc1ccc(CCN2CCCC(CN(C)C(=O)c3ccoc3)C2)cc1 (stereo not drawn) across the screens: -1 | -2 | 1 | -4 | 17 | 2 | -2 | -0.1 | 1
CCCCCc1ccc(-c2cn(CCc3c[nH]c4ccccc34)nn2)cc1 across the screens: 19* | 1 | -67 | -14 | 3 | -3 | 3 | 3.0 | 5
